# Bioassay records from PubChem BioAssay.
# M. tuberculosis GlmU – inhibition of mycobacterial GlmU enzyme – biochemical, glucosamine-1-phosphate acetyltransferase (AID 1376). M. tuberculosis GlmU acetyltransferase enzyme assay; higher % means a stronger effect. one-dose inhibition, %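 (tested at 30 µM in the primary screen)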; IC50 in µM for titrated hits. 220,000 compounds, 0.25% hits; in the data active = inhibition above about 13%;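 note: 0% = complete reaction with vehicle and 100% = reaction without substrate; strong numbers were not always called active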
# Mtb RmlCD inh – inhibitors of Mycobacterium tuberculosis RmlC and RmlD coupled enzymes. P9WH09+P9WH11. RmlC+RmlD coupled enzyme assay, percent inhibition; primary screen in compound mixtures. inhibition, % at 3.6 µM. 160,000 compounds, 0.03% hits. AID 1533; in the data active = inhibition mostly above about 34%, no sharp cut-off; note: some results filed as inactive read as strong as hits
# Target sequence (P9WH09 whole entry, looked up): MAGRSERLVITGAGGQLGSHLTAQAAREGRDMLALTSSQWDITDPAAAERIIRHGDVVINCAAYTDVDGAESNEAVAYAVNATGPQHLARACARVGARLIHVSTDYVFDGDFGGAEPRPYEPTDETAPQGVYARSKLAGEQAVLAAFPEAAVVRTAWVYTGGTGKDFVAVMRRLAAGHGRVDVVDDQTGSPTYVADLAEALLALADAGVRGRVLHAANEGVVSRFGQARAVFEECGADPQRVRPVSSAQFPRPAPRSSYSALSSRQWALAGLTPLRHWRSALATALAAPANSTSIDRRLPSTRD
# Target sequence (P9WH11 whole entry, looked up): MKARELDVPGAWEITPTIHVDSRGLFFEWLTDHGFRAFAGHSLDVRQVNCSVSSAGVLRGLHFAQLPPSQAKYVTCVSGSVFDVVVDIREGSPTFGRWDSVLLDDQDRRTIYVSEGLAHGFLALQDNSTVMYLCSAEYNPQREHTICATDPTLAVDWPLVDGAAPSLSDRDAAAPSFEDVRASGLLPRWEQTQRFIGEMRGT
# Starred values were filed as active, the others as inactive; . = no result given. These rows are one share of the data (hit frequency here may not be typical).
# Values run as follows: M. tuberculosis GlmU, Mtb RmlCD inh
CCC(C)c1ccc(S(=O)(=O)N2CCN(C(=O)COc3ccc4c(C)cc(=O)oc4c3)CC2)cc1 (stereo unspecified)
 : 0.9%, 13
Cc1ccc(C(=O)OCC(=O)Nc2cc(S(=O)(=O)N3CCOCC3)ccc2C)cc1
 : 2.9%, -6
NS(=O)(=O)c1ccc(CCNc2nc3c(-c4cccc(F)c4)nnn3c3ccccc23)cc1
 : 2.5%, -10
Cc1[nH]n(-c2ccc([N+](=O)[O-])cc2)c(=O)c1C=NCCc1c[nH]c2ccccc12
 : 2.1%, .
Cc1ccc(C)c(N(CC(=O)NC(C)(C)C)C(=O)CNC(=O)c2cccs2)c1
 : -3.7%, 3
CC1CN(C(=O)c2cccc(S(=O)(=O)Nc3cc(Cl)ccc3Cl)c2)CC(C)O1 (stereo unspecified)
 : 3.9%, 4
O=C(NC1C(=O)NNC1c1ccc(Cl)cc1)c1ccc(F)cc1 (stereo unspecified)
 : -2.0%, 19
Cc1ccc(NC(=O)CN(C)CC(=O)Nc2ccccc2Oc2ccccc2)cc1
 : 0.1%, 12
COc1ccc(OC)c(C(=O)COC(=O)CNC(=O)c2ccccc2)c1
 : -2.8%, 20
CCc1c(C)[nH]n(-c2nc(-c3ccccc3)cs2)c1=O
 : -10%, .
COc1ccc(NC(=O)c2ccco2)cc1NC(=O)c1ccc(Br)o1
 : 5.0%, 8
CCCCNC(=O)CCNS(=O)(=O)c1ccc(C)cc1
 : 1.9%, -11
O=C1c2ccccc2C(O)(Cc2ccccc2)N1CCCN1CCOCC1 (stereo unspecified)
 : 3.3%, 4
CCC(C)(C)n1nnnc1C(c1cc2cc(OC)c(OC)cc2[nH]c1=O)N1CCc2ccccc21 (stereo unspecified)
 : -3.9%, .
CCOC(=O)C/C(C)=N\Nc1nc(-c2ccccc2)cs1
 : 8.9%, -10
CC(=O)NC(=S)NNC(=O)c1ccc(Br)cc1
 : 3.0%, -8
COCC(C)n1c(SCc2ccc(OC)c(F)c2)nc2ccccc2c1=O (stereo unspecified)
 : -1.3%, -7
CCCC(=O)Nc1c(O)c2ccccc2[nH]c1=O
 : 5.5%, 81
O=c1[nH]c(=O)n(-c2ccc(F)cc2)c2c1C(C(F)(F)F)(C(F)(F)F)N=C(c1ccc(F)cc1)N2
 : 3.6%, 19
CCN(c1ccc(NC(=O)COC(=O)c2ccc(C)c(S(=O)(=O)N3CCOCC3)c2)cc1)C(C)C
 : 1.1%, -1
Cc1cc(C)c(S(=O)(=O)O)c(C)n1
 : -2.9%, 7
O=C(CCc1nnc(CCCCc2ccccc2)o1)NCc1cc(F)ccc1F
 : -5.9%, -8
O=c1[nH][nH]c(=O)c2c(NS(=O)(=O)c3ccccc3)cccc12
 : -0.4%, -12
CN(C)c1cc(O)c(C(=S)Nc2ccccc2)c(N(C)C)c1
 : ., -8
CC(CN(C)Cc1ccccc1)OC(=O)c1ccc2c(c1)OCCO2 (stereo unspecified)
 : 1.8%, -4
CN(C1CCS(=O)(=O)C1)S(=O)(=O)c1ccc(N2CCCC2=O)cc1 (stereo unspecified)
 : 2.2%, 56
O=C(CN1C2=NCCN2c2ccccc21)N1CCOCC1
 : -0.9%, -8
CCc1nnc(NC(=O)c2ccncc2)s1
 : -2.7%, -2
CCOC(=O)c1cc2cc(C)ccc2[nH]1
 : 2.3%, 26
Oc1c(I)cc(I)c2cccnc12
 : -1.1%, .
O=C(NC(=S)Nc1ccc2oc(=O)ccc2c1)c1ccc(-c2cccc(Cl)c2Cl)o1
 : -2.2%, 5
O=C(Cn1nnc(-c2ccccc2Cl)n1)N/N=C/c1ccc(-c2cccc(Cl)c2)o1
 : 0.0%, .
CC(C)CNC(=O)c1ccc(Cl)c(NC(=O)COc2ccccc2)c1
 : -1.9%, 2
CCOC(=O)N1CCN(c2cc(=O)n(-c3ccccc3C)c(=O)[nH]2)CC1
 : -2.3%, 6
O=C(NN1C(=O)C2C(c3ccccc3)C=CC(c3ccccc3)C2C1=O)c1cccc(Br)c1 (stereo unspecified)
 : -3.4%, -6
COc1ccc(NC(=O)COC(=O)C(CC(C)C)N2C(=O)C3CC=CCC3C2=O)cc1Cl (stereo unspecified)
 : 3.1%, 7
O=c1[nH]cnc2sc3c(c12)CCC3
 : 0.2%, 4
CN1/C(=C\C=C2/SC(=S)N(CC(=O)O)C2=O)C(C)(C)c2ccccc21
 : -1.6%, 12
O=C1CC(c2cccc(Br)c2)C2=C(COC2=O)N1 (stereo unspecified)
 : -1.1%, .
O=C(Cn1c(CO)nc2ccccc21)Nc1ccccc1Cl
 : -2.4%, 36
COc1cc(C2c3[nH]c4ccccc4c3CCN2Cc2cn(C)nc2C)ccc1F (stereo unspecified)
 : 0.9%, .
COc1ccc(Cc2c(N)nc(C)nc2N)cc1
 : 0.6%, -5
O=C(NC(=O)N1CCOCC1)c1ccccc1
 : 7.3%, .
C/C(=N\NC(=S)NC1CCCCC1)c1ccc(C#N)cc1
 : 0.0%, 13
Cc1ccc(C(=O)Nc2ccc(N3CCOCC3)nc2N2CCOCC2)cc1
 : 3.0%, -9
CCOC(=O)c1c(-c2ccccc2)csc1NC(=O)c1ccc(S(=O)(=O)N2CC(C)OC(C)C2)cc1 (stereo unspecified)
 : -3.1%, .
CC1(C)CC(=O)C(C(c2ccccc2F)C2C(=O)CC(C)(C)CC2=O)C(=O)C1
 : 3.0%, -3
COCCCn1c(SCc2cccc(OC)c2)nc2cc(OC)c(OC)cc2c1=N
 : 2.5%, 5
Cc1ccc(SCC(=O)NCc2ccc(F)cc2)cc1
 : 0.5%, .
CCc1cc2c(=O)n(Cc3ccccc3)c(SC3CCOC3=O)nc2s1 (stereo unspecified)
 : -2.6%, -4
COC(=O)c1cn(CC(=O)NC2CCCCC2)c2ccccc12
 : -4.6%, .
CN(C)S(=O)(=O)c1cccc(NC(=O)CSc2nncn2-c2ccccc2)c1
 : 4.9%, -7
NC(=O)Nc1ccc(C(=O)OCC(=O)Nc2ccc(Cl)cc2C(=O)c2ccccc2)cc1
 : -4.0%, -9
CCN(CC)S(=O)(=O)c1cccc(NC(=O)COC(=O)/C=C/c2cccs2)c1
 : 1.7%, 9
O=[N+]([O-])C(/C=C(\Cl)[N+](=O)[O-])=C(N1CCCCC1)N1CCCCC1
 : 2.2%, -9
COc1ccc(NC(=O)CNS(=O)(=O)c2cccs2)c(OC)c1
 : -3.0%, 13
CON(C)c1nc(Oc2ccc(=O)[nH]n2)nc(N(C)C)n1
 : 1.7%, -7
Cc1occc1-c1nnc(SCC(=O)Nc2nccs2)n1CCc1ccccc1
 : 1.8%, -5
CC(=O)C1C(c2ccncc2)NC(=O)NC1(O)C(F)(F)F (stereo unspecified)
 : -1.7%, 32
CCNC(=O)CN(c1ccc(OC)c(OC)c1)S(=O)(=O)c1ccccc1
 : -3.3%, -6

# Reprinted at random: 3 compounds from above
# Values run as follows: M. tuberculosis GlmU, Mtb RmlCD inh
CCc1cc2c(=O)n(Cc3ccccc3)c(SC3CCOC3=O)nc2s1 (stereo unspecified)
 : -2.6%, -4
O=C(Cn1c(CO)nc2ccccc21)Nc1ccccc1Cl
 : -2.4%, 36
O=c1[nH]cnc2sc3c(c12)CCC3
 : 0.2%, 4

# Further structures follow.
# Values run as follows: M. tuberculosis GlmU, Mtb RmlCD inh
CCOC(=O)COc1ccc(Oc2nc(C)cc(OC)n2)nn1
 : 6.6%, -2
O=C(NC1CCCCC1)C(c1ccc(F)cc1)N(Cc1ccco1)C(=O)Cn1nnc2ccccc21 (stereo unspecified)
 : 5.0%, 90
Nc1cccnc1Sc1ccc([N+](=O)[O-])cn1
 : -7.9%, 9
Cc1ccc(NC(=O)CCC(C(=O)O)N2C(=O)c3ccccc3C2=O)cc1 (stereo unspecified)
 : -0.3%, .
Cc1cc(=O)oc2cc(OCC(=O)OCC(=O)Nc3ccccc3C(C)C)ccc12
 : -1.1%, .
Cc1ccccc1-n1c(SCc2ccccn2)nc2n[nH]c(C)c2c1=N
 : 2.7%, .
O=Cc1cc2ccccc2nc1SCCCF
 : -5.2%, -10
Cc1cc2cc(C)c(SCC(=O)NCc3ccco3)nc2cc1C
 : -4.5%, -9
CCC1S/C(=N/C(=O)NC2CCCCC2)NC1=O (stereo unspecified)
 : 1.5%, .
COc1ccc(CN2CCCC(C(=O)c3cccc(OC(C)C)c3)C2)cc1Cn1cccn1 (stereo unspecified)
 : -3.3%, -8
COC(=O)C(C(=O)Nc1cccc(C)n1)C1CCCCCC1 (stereo unspecified)
 : 1.9%, 9
COc1cc(C(=O)Nc2cccc(-c3cn4cccnc4n3)c2)cc(OC)c1OC
 : -2.2%, 5
CSCC[C@H](NC(=O)c1cccc([N+](=O)[O-])c1C)c1nc2ccccc2[nH]1
 : 5.1%, -2
CSCCC(NC(=O)C1CCC(C)CC1)C(=O)N1CCN(c2ccccn2)CC1 (stereo unspecified)
 : -14%, -9
O=C(O)C1C2CCC(O2)C1C(=O)NCc1ccc(Cl)cc1 (stereo unspecified)
 : 4.9%, -6
CCOC(=O)Cn1c(=O)c(-c2ccccc2NC)nc2ccccc21
 : 0.9%, 12
CCCNC(=O)COc1ccc2c(=O)c(Oc3ccccc3F)coc2c1
 : 5.5%, 2
Cc1ccc(S(=O)(=O)c2cc3c(=O)n4ccccc4nc3n(CC3CCCO3)c2=N)cc1C (stereo unspecified)
 : 3.3%, 4
CCOC(=O)c1cc(C(C)(C)C)n(CCCN2CCOCC2)c1C
 : 2.8%, 26
COc1ccccc1CNC(=O)c1cnc2ccccn2c1=O
 : -1.5%, 6
O=C(CN1C(=O)CSC1=O)c1ccccc1
 : -5.6%, -6
Cc1nn(-c2ccccc2)c(N)c1N=Nc1ccccc1
 : -3.5%, -7
CCOc1ccc(CNC23CN4CN(CN(C4)C2)C3)cc1
 : 0.6%, .
Cc1c(Br)cc(C(=O)NCCCN2CCOCC2)c(C)c1C
 : -0.1%, .
COc1ccc(/C=C/C(=O)O)cc1S(=O)(=O)N1CCc2ccccc2C1
 : -1.6%, 4
CSc1cccc(NC(=S)Nc2cc(C)ccc2C)c1
 : 1.0%, .
CCCCn1c(C(C)NC(=O)CCC)nc2ccccc21 (stereo unspecified)
 : -3.0%, -6
O=C(CSc1nccn1-c1ccc(F)cc1)NCc1ccc(F)cc1
 : 2.9%, .
CCOC(=O)NN1C(=O)c2ccccc2NC1c1cccnc1 (stereo unspecified)
 : 1.3%, 8
CCOc1ccccc1Nc1nnc(SCc2nnc(-c3cc(OC)c(OC)c(OC)c3)o2)s1
 : -2.8%, 6

# An excerpt of these results, as tab-separated lines.
smiles	M. tuberculosis GlmU	Mtb RmlCD inh
CCOc1ccc(CNC23CN4CN(CN(C4)C2)C3)cc1	0.6%	.
Cc1c(Br)cc(C(=O)NCCCN2CCOCC2)c(C)c1C	-0.1%	.
COc1ccc(/C=C/C(=O)O)cc1S(=O)(=O)N1CCc2ccccc2C1	-1.6%	4
CSc1cccc(NC(=S)Nc2cc(C)ccc2C)c1	1.0%	.
CCCCn1c(C(C)NC(=O)CCC)nc2ccccc21 (stereo unspecified)	-3.0%	-6
O=C(CSc1nccn1-c1ccc(F)cc1)NCc1ccc(F)cc1	2.9%	.

# More results follow.
# Values run as follows: M. tuberculosis GlmU, Mtb RmlCD inh
O=P(Nc1cccc(Cl)c1)(Oc1ccccc1)Oc1ccccc1
 : 1.4%, .
Cc1cccc(NC(=O)CCNS(=O)(=O)c2cccc3nonc23)c1C
 : 0.1%, -8
N#Cc1c(NC(=O)c2ccc(N3CCOCC3)c([N+](=O)[O-])c2)sc2c1CCCC2
 : 3.1%, 9
O=C(O)CSc1nc(-c2ccccc2)cc(=O)[nH]1
 : 1.5%, .
Cc1c(NC(=O)CSc2nncc3ccccc23)c(=O)n(-c2ccccc2)n1C
 : 2.1%, .
O=C(CSc1nc2[nH]ncc2c(=O)[nH]1)Nc1ccccc1
 : 0.6%, .
N[C@@H](Cc1c[nH]c2ccccc12)c1nnc(SCc2ccccc2F)o1
 : 5.0%, 10
CN(C)S(=O)(=O)c1ccc(NS(=O)(=O)/C=C/c2ccccc2)cc1
 : 4.0%, -9
CC(=O)c1sc(NC(=O)COc2ccc(Cl)cc2Cl)nc1C
 : 6.4%, -8
OC(CN1CCCCC1)CN(c1ccccc1)c1ccccc1 (stereo unspecified)
 : -0.8%, -12
Cn1cccc1C(=O)NC(=O)COC(=O)c1ccc(O)cc1
 : 0.6%, .
COC(=O)c1ccc(-c2ccc(CNCC(O)c3ccccc3)o2)cc1 (stereo unspecified)
 : 1.0%, 26
O=C(Cc1ccccc1)Nc1cc([N+](=O)[O-])ccc1N1CCOCC1
 : -4.5%, -31
COc1cccc(C2=NN(C(=O)c3ccc(C)o3)C(O)(C(F)(F)F)C2)c1 (stereo unspecified)
 : 0.5%, -10
Cc1ccc2c(c1)C(O)(CC(=O)c1cccnc1)C(=O)N2 (stereo unspecified)
 : 5.9%, 47
CN(C(=O)c1ccc(NC(=O)C2CC=CCC2C(=O)O)cc1)c1ccccc1 (stereo unspecified)
 : 1.2%, 35
O=C(CC1(O)C(=O)Nc2cc(Cl)cc(Cl)c21)c1ccccc1O (stereo unspecified)
 : 0.5%, .
COc1ccc(C(=O)c2coc(-c3ccccc3C(=O)O)c2C(=O)O)cc1
 : 4.9%, .
CC(CN1CCOCC1)OC(=O)Cc1ccccc1 (stereo unspecified)
 : 2.0%, 4
CCOC(=O)c1nnc(-c2ccc(C)cc2)nc1N1CCSCC1
 : -2.3%, 12
CC(C)(C)S(=O)(=O)c1cnc(N2CCCC2)nc1N
 : -2.0%, -1
COc1ccc(C/C(C)=N/NC(=O)C2COc3ccccc3O2)cc1 (stereo unspecified)
 : -0.2%, -9
Cc1ccccc1-n1nnnc1Sc1nnnn1-c1ccccc1
 : -3.6%, .
